Screening data as filed in PubChem.
RXFP1 ag = RXFP1 (human) receptor agonism; Q9HBX9; AID 2676; HEK293T-RXFP1 cAMP TR-FRET, 30 min; response scale: percent of porcine relaxin response, buffer zero; Potency, µM (top dose mostly 57.5 µM), for inactives: at the top dose activation, most hits filed as activators; actives 0.3% (n = 370,000); note: % is set by controls: 0 for no effect and ±100 for the full control effect; nearly all actives have a fitted effect of over 60% in size; many of its hits are not listed in these tables
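HEK293 cells stably expressing RXFP1, treated 30 min at 37C with compounds plus PDE4 inhibitor Ro 20174; cAMP measured by HTRF TR-FRET. Normalized to buffer and 29 nM porcine relaxin; EC50 by Hill fit.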
IDH1 R132H inh = inhibitors of human mutant IDH1 R132H; O75874; IDH1-R132H enzyme, NADPH consumption, diaphorase/resazurin fluorescence; Potency, µM (top dose mostly 76.6 µM), for inactives: at the highest dose activity change, negative = inhibition, usual class: inhibitors; actives 0.093% (n = 390,000); AID 602179; note: % is set by controls: 0 for no effect and ±100 for the full control effect; nearly all actives have a fitted effect of over 65% in size
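IDH1-R132H (0.5 ug/mL dispensed) in pH 7.5 Tris buffer was preincubated 30 min with compound, then given a substrate mix of 0.016 mM NADPH and 2 mM alpha-KG for 80 min at room temperature; remaining NADPH was read by diaphorase/resazurin fluorescence.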
TrxR1 substrate = is turned over as a substrate by rat TrxR1; O89049; purified TrxR1 substrate turnover, NADPH consumption readout; Potency, µM (series often up to 114 µM), without a hit: at the top dose activity change, negative = substrate turnover; actives 0.01% (n = 390,000); note: % is set by controls: 0 for no effect and ±100 for the full control effect; nearly all actives have a fitted effect of over 50% in size
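Rat TrxR1, dispensed at 90 nM, was prereduced with 400 uM NADPH (final) for 5 min at ~22 deg C, then incubated with compound 15 min before 400 uM selenite. A first-read NADPH fluorescence drop versus no-compound background flagged substrates.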
Vif-A3F inh = blocks the Vif interaction with APOBEC3F | HeLa A3F-eYFP + Vif (tagged APOBEC3F with the HIV-1 protein that degrades it), YFP fluorescence increase | Potency, µM (series often up to 46.1 µM), inactives show at the highest dose activity, negative = active | actives 0.2% (n = 390,000) | AID 602313; note: % of control where 0% means no effect; nearly all actives have a fitted effect of over 65% in size
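HeLa cells stably expressing Vif plus C-terminally eYFP-tagged A3F were seeded, incubated overnight at 37 deg C, dosed with compound, incubated overnight again at 37 deg C. Yellow fluorescence (Ex 488/Em 500-530) reported blocked Vif-mediated A3F-eYFP degradation.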
TrxR1 inh = inhibitors of rat thioredoxin reductase 1; O89049; recombinant rTrxR1, NADPH fluorescence consumption, selenite substrate; Potency, µM (top dose mostly 114 µM), without a hit: at the highest dose activity change, negative = inhibition, actives largely listed as inhibitors; actives 1% (n = 390,000); AID 588453; note: % is set by controls: 0 for no effect and ±100 for the full control effect; nearly all actives have a fitted effect of over 65% in size
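Rat TrxR1 (90 nM in the dispensed reagent) was pre-reduced with 400 uM NADPH for 5 min at room temperature, then incubated with compound for 15 min. After 400 uM selenite was added, NADPH fluorescence (Ex 340/Em 450 nm) was followed for 8 min.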
Vif-A3G inh = inhibitors of Vif-APOBEC3G interaction. Q9HC16. HeLa A3G-eYFP + Vif (tagged APOBEC3G with the HIV-1 protein that degrades it), YFP fluorescence, overnight. Potency, µM (highest dose often 46.1 µM), without a hit: at the top dose activity, negative = active, most hits filed as inhibitors. actives 0.076% (n = 410,000). AID 602310;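 note: % is set by controls: 0 for no effect and ±100 for the full control effect; nearly all actives have a fitted effect of over 60% in size; hits raise eYFP signal because A3G escapes Vif-driven loss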
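Read-out is eYFP fluorescence (Ex 488/Em 500-530) from Vif-expressing HeLa A3G-eYFP cells; more signal means A3G escaped Vif-mediated degradation. Cells plated overnight, compound pinned in, incubated overnight at 37 deg C.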
USP1-UAF1 inh = blocks the human USP1/UAF1 deubiquitinase complex; Potency, µM (top dose mostly 57.1 µM), for inactives: at the highest dose activity change, negative = inhibition, usual class: inhibitors; actives 0.23% (n = 390,000); recombinant USP1/UAF1, Ub-Rhodamine cleavage fluorescence; AID 743255; note: % is set by controls: 0 for no effect and ±100 for the full control effect; nearly all actives have a fitted effect of over 60% in size; inactives centre near -12
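USP1/UAF1 complex at 1 nM was preincubated with compound for 15 min at room temperature, then Ub-Rho substrate (150nM final) was added. Fluorescence (480/540 nm) was read kinetically, 6 reads every 60 seconds.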
ALOX12 inh = ALOX12 (human) lipoxygenase inhibition; Potency, µM (top dose mostly 108 µM), inactives show at the highest dose activity change, negative = inhibition, usual class: inhibitors; AID 1671190; actives 1.1% (n = 580,000); P18054; purified 12hLO, xylenol orange hydroperoxide absorbance; note: % is set by controls: 0 for no effect and ±100 for the full control effect
Target sequence (P18054 whole entry, looked up): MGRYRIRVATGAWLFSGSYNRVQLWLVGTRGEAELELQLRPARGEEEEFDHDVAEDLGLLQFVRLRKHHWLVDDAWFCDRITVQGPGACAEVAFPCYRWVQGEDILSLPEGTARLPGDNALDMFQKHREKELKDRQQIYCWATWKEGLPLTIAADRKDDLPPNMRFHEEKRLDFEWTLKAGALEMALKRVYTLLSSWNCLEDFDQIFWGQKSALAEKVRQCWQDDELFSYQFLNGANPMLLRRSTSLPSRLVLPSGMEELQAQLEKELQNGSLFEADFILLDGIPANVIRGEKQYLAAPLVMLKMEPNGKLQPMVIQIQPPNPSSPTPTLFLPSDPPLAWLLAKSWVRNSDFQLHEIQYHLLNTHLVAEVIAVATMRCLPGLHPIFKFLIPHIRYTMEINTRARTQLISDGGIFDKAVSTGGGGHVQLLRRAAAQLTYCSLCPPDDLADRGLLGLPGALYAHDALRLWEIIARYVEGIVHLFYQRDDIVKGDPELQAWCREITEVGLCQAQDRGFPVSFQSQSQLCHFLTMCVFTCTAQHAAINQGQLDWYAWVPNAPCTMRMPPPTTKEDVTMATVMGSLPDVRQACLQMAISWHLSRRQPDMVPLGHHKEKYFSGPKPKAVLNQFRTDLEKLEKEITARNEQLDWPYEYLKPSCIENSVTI
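Hydroperoxide product was detected by ferrous iron/xylenol orange as the 573 to 405 nm absorbance ratio. Arachidonic acid at 40 uM (final) was turned over for 30 min at room temperature by 150 nM human 12hLO, pH 7.0 Hepes buffer, after 15 min compound preincubation.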
RGS4 inh = inhibitors of human regulator of G protein signaling 4; P49798; actives 0.039% (n = 390,000); Transcreener GDP fluorescence polarization, RGS4-accelerated GTP hydrolysis; Potency, µM (titrated, usually from 114 µM), inactives show at the highest dose activity change, negative = inhibition, hits mostly inhibitors; note: % is set by controls: 0 for no effect and ±100 for the full control effect; nearly all actives have a fitted effect of over 75% in size; some results filed as inactive show a strong effect at the top dose
Target sequence (P49798 whole entry, looked up): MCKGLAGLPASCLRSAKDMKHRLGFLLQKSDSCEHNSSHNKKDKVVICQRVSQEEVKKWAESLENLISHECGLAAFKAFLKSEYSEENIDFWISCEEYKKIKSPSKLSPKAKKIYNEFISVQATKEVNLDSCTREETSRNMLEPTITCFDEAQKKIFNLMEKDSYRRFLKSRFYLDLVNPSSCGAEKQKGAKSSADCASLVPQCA
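MLSMR compounds (23 nl, pin-transferred) preincubated 10 min at room temperature with a 500nM (2x) first reagent, then RGS4 at 900nM (2x) plus Transcreener GDP mix added; fluorescence polarization (620/688 nm) read before and after 90 min at 30 °C.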
* hit, by the source's call; ? = inconclusive; nt = no result given; & = joins results of further samples; [ ] = another dose, or the depositor's remark. Calls come from the whole dose curve; as a rule, active = well fitted curve in the direction sought with a large enough effect; inconclusive = small, poorly fitted or top-dose-only effect, or another doubt; inactive = no such curve, though single readings can be large; an effect the other way counts as inactive or inconclusive. Potency is the fitted concentration of half-maximal effect. A portion of the library. The share of hits here may be higher or lower than overall.

SMILES	RXFP1 ag	IDH1 R132H inh	TrxR1 substrate	Vif-A3F inh	TrxR1 inh	Vif-A3G inh	USP1-UAF1 inh	ALOX12 inh	RGS4 inh
CCOc1ccc(C(=O)N2CCC(c3nc4ccccc4o3)CC2)cc1	-0.6%	-14%	2%	6%	25%	2%	-30%	0%&-22%	3%
CC1=C(C(=O)Nc2ccccc2Cl)C(c2ccc(N(C)C)cc2)NC(=O)N1 (stereo not drawn)	4.4%	9%	-11%	-2%	-22%	-11%	-10%	0%	7%
O=C(NC1CCN(Cc2ccc(Cl)cc2Cl)CC1)c1ccccc1	1.3%	-4%	-2%	-7%	21%	1%	-11%	-27%	-15%
Cc1cccc(Cl)c1NNC(=O)Nc1c([N+](=O)[O-])c(C)nn1C	1.7%	-10%	-4%	1%	6%	-7%	-16%	?	-15%
Cc1ccc(S(=O)(=O)NN2C(=O)c3ccccc3NC2c2cccc(O)c2)cc1 (stereo not drawn)	1.2%	-11%	11%[57.1 µM]	6%	6%[57.1 µM]	1%	-8%	-7%	23%
CCCn1c(N)c(N2CCCCC2)c(=O)n(CC(=O)Nc2ccccc2)c1=O	-1.0%	-6%	3%	-20%	10%	-12%	8%	10%	-16%
CCN1/C(=C/c2ccc3cc(C)ccc3[n+]2CC)Sc2cc(C)c(C)cc21	24%	-3%	-4%[57.1 µM]	?	18%[57.1 µM]	?	?	50µM*	-35%
Cc1nn(CC(=O)Nc2ccc(C(=O)N(C)C)cc2)c(=O)c2ccccc12	1.5%	2%	-1%	-6%	4%	-2%	-12%	0%	-9%
Clc1cccc(-c2ccc(C3Nc4cccc5cccc(c45)N3)o2)c1	nt	nt	3%	-16%	?	0%	nt	nt	?
CCS(=O)(=O)N1CCc2cc(C(=O)NCc3ccc(Cl)cc3)ccc21	-0.5%	-7%	-3%	5%	6%	1%	-13%	-29%	9%
COCCN(CCOC)c1ncnc2c1cnn2-c1ccccc1	3.2%	16%	3%	-1%	14%	1%	?	9%[57.4 µM]	-33%
Cc1ccccc1NC(=S)NCc1ccccc1	-1.0%	1%	-5%[57.1 µM]	-4%	13%[57.1 µM]	1%	-15%	?	0%
COc1ccc(-c2ccc3oc(-c4ccsc4)cc(=O)c3c2)cn1	nt	14%	1%	1%	?	-3%	-11%	0%	15%
CCCCC[C@@H](O)c1cc2ccccc2c(=O)o1	nt	6%	5%[57.1 µM]	-1%	5%[57.1 µM]	-1%	-7%	-4%	-3%
CC(=O)N1CCc2c(sc3c2c(=O)n(-c2ccccc2)c(=O)n3Cc2ccccc2Cl)C1	-0.8%	?	-5%	-3%	-3%	1%	1%	-9%	-50%
Cc1nn(-c2ccccc2)c(C)c1NS(=O)(=O)c1ccccc1	2.3%	-5%	-8%	2%	6%	1%	-5%	2%	18%
CC1CN(c2ccc([N+](=O)[O-])nc2)CC(C)O1 (stereo not drawn)	-0.3%	1%	-8%	3%	12%[57.1 µM]	0%	-14%	-9%	-15%
Cc1cc(C)c(S(=O)(=O)Nc2ccc3c(c2)CCC3)c(C)c1	-0.1%	5%	9%[57.1 µM]	-7%	16%[57.1 µM]	-14%	-19%	?	-24%
Cc1ccc(-c2nnc(N3CCCCCC3)c3ccccc23)cc1	1.0%	-14%	0%[57.1 µM]	-2%	-6%[57.1 µM]	0%	-16%	1%	2%
CC(C)Oc1ccc(S(=O)(=O)N2CCOCC2)cc1NC(=O)CSC(=S)N1CCCC1	nt	-4%	nt	-2%	nt	0%	-25%	-19%	nt
CCCc1cc(=O)oc2cc(C)cc(OC(=O)c3ccco3)c12	9.8%	9%	9%	-6%	11%	-3%	-16%	10%	-8%
CC(=O)c1ccc(NC(=O)COc2ccc3c(c2)OCO3)cc1	0.7%	-1%	-3%	0%	2%	2%	-21%	?	-2%
Cc1cc(C)c(C2=CC(=O)C[C@H](c3ccc4c(c3)OCO4)C2)c(C)c1	-1.1%	0%	-2%	-6%	28%	-1%	-15%	4%	10%
CC1CC(NC(=O)CC#N)CC(C)(C)C1 (stereo not drawn)	-0.5%	8%	2%[57.1 µM]	-23%	17%[57.1 µM]	1%	-14%	42%[activator]	10%
COc1ccc(Cl)cc1NC(=O)CSc1nc(N2CCCCC2)nc(N2CCCCC2)n1	0.2%	5%	-5%	1%	16%[57.1 µM]	1%	-14%	0%	11%
CCOC(=O)N1CCC(NC(=O)CSCc2nc(-c3ccc(C)cc3)oc2C)CC1	0.2%	1%	1%	5%	6%	2%	-13%	-1%	19%
O=C(Nc1ccc(C(=O)N2CCCCC2)cc1)c1ccccc1	nt	4%[38.3 µM]	7%	2%	15%	-6%	-3%	-11%	-15%
COc1ccc(NS(=O)(=O)c2ccc(C)c(C(=O)N3CC(C)OC(C)C3)c2)cc1 (stereo not drawn)	0.1%	-11%	7%[57.1 µM]	-19%	27%[57.1 µM]	4%	-5%	-10%	15%
CCOC(=O)C1CCN(C(=O)Cc2ccccc2OC)CC1	-0.5%	15%	7%[57.1 µM]	-8%	25%[57.1 µM]	-2%	-4%	-45%	-7%
Cc1cc(NC(=O)c2ccc(C)s2)n(-c2ccccc2)n1	-0.1%	4%	-5%	3%	-7%	-5%	-8%	0%	-14%[56.9 µM]

Just IDH1 R132H inh, for some of the entries so far:
SMILES,IDH1 R132H inh
COc1ccc(Cl)cc1NC(=O)CSc1nc(N2CCCCC2)nc(N2CCCCC2)n1,5%
CC(=O)c1ccc(NC(=O)COc2ccc3c(c2)OCO3)cc1,-1%

The listing continues.
SMILES	RXFP1 ag	IDH1 R132H inh	TrxR1 substrate	Vif-A3F inh	TrxR1 inh	Vif-A3G inh	USP1-UAF1 inh	ALOX12 inh	RGS4 inh
COCCN(C(=O)COC(=O)CCOc1ccccc1)c1c(N)n(Cc2ccccc2)c(=O)[nH]c1=O	0.5%	-4%	-1%	-2%	-8%	0%	5%	-26%	18%
CCCn1nc(C(=O)Oc2ccc3c(C)cc(=O)oc3c2)c2ccccc2c1=O	7.5%	3%	702%[activator]	6%	50µM*	-3%	-18%	-16%	3%
C#CCN(C)CC/C=C1\c2ccccc2CSc2ccccc21	-0.1%	9%	9%[57.1 µM]	-11%	0%	3%	-4%	?	2%[11.4 µM]
Cc1cccc(NC(=O)C2C3C=CC4(O3)C2C(=O)N(CCCN2CCCC2)C4C(=O)NC2CCCC(C)C2C)c1 (stereo not drawn)	3.2%	-1%	3%	8%	28%	4%	-4%	-17%	-16%
CCOC(=O)CC(=O)CSc1nc2c(sc(=S)n2-c2ccccc2)c(=O)[nH]1	2.2%	-8%	-8%	0%	?	5%	5%	-28%	-8%
O=C(C[n+]1cccc(/C=N/O)c1)N1CCCCCC1	0.3%	2%	8%[57.1 µM]	2%	11%[57.1 µM]	1%	-20%	?	-5%
Cc1sc2nc(SCc3nc(-c4ccccc4)no3)n(-c3ccccc3)c(=O)c2c1C	3.8%	2%	10%[57.1 µM]	6%	7%[0.457 µM]	-1%	-2%	-2%	-18%
CCCn1ncc(CN2CCC(n3nccc3NC(=O)CCc3ccccc3)CC2)c1C	-0.2%	-2%	3%	-10%	6%	4%	-15%	3%	-14%
O=C(CN1CCc2ccccc2C1)Nc1ccccc1F	1.1%	-4%	4%[57.1 µM]	0%	11%[57.1 µM]	0%	-8%	?	27%
O=C(N[C@@H](Cc1ccccc1)C(=O)N1CCN(S(=O)(=O)c2ccc(F)cc2)CC1)c1ccco1	2.0%	1%	4%	-11%	11%	-1%	-5%	-18%	-10%
CCCCNC(c1ccccc1)c1ccncc1 (stereo not drawn)	1.3%	4%	8%	2%	20%	1%	-5%	-6%	18%
COC(=O)C1=C[C@@H](C(=O)OC)[C@@H]2C3=C(C(=O)[C@@]2(C)NC(=O)c2ccccc2)[C@H](c2ccccc2)n2c(=O)n(-c4ccccc4)c(=O)n2[C@@H]3C1	nt	7%	5%	2%	16%	-4%	-19%	nt	2%
O=C(N/N=C/c1coc2ccccc2c1=O)c1cc(O)cc(O)c1	-0.7%	-2%	-1%	0%	6%	-5%	-18%	-26%	7%
O=S(=O)(c1ccccc1Br)N1CCN(c2nc(-c3ccccc3)nc3ccccc23)CC1	nt	nt	4%	nt	11%	3%	nt	nt	-4%
CCN(CC)CCCn1c(=S)[nH]c2ncccc2c1=O	2.3%	10%	26%	-3%	2%	0%	-9%	?	-22%
O=C(CN1CCCCC1)Nc1cc(Cl)ccc1Cl	-0.8%	7%	5%[11.4 µM]	0%	?	0%	-3%	10%	-5%
Cc1nonc1C(=O)N/N=C/c1ccc(O)c(O)c1	-4.8%	3%	-7%	11%	-2%	-2%	-20%	?	-6%
CC(=O)Nc1c(Cl)cc2c(c1Cl)Cc1cc(N)ccc1-2	nt	8%	8%	3%	39%[11.4 µM]	-10%	-18%	21%	-43%
O=C(CCSc1ccc(F)cc1)NNC(=O)c1ccccc1Cl	0.1%	1%	2%	0%	5%	-4%	-10%	6%	-23%
COC(=O)c1ccccc1NC(=O)c1ccccc1N(C)S(C)(=O)=O	0.5%	3%	-7%	-14%	8%[57.1 µM]	-2%	-12%	-25%	13%
CC1(C)COC(c2cc([N+](=O)[O-])ccc2Cl)=N1	2.4%	-1%	9%[57.1 µM]	1%	8%[57.1 µM]	-2%	-17%	0%	?
